Screens: PubChem, several laboratories
Keap1 Nrf2 FP – disrupts human Keap1 binding to Nrf2 peptide | Q14145 | Keap1 Kelch-Nrf2 peptide fluorescence polarization, 1536-well | inhibition, % at 9.4 µM | 340,000 tested, 0.15% active; in the data active = inhibition above about 12%;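 also: human Keap1 Kelch domain with fluorescein labeled Nrf2 9mer peptide probe; 0% = neutral control wells and 100% = peptide positive control; higher means more block of Keap1 binding to Nrf2 peptide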
DAGLB inh – blocks human DAGLB lipase activity. inhibition, % at 5.17 µM. HEK293T DAGLB membrane lysate, EnzChek fluorogenic substrate. Q8NCG7. 340,000 tested, 0.059% active; in the data active = inhibition above about 34%;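 also: 0% = enzyme with vehicle and 100% = wells lacking enzyme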
Target sequence (Q8NCG7 whole entry, looked up): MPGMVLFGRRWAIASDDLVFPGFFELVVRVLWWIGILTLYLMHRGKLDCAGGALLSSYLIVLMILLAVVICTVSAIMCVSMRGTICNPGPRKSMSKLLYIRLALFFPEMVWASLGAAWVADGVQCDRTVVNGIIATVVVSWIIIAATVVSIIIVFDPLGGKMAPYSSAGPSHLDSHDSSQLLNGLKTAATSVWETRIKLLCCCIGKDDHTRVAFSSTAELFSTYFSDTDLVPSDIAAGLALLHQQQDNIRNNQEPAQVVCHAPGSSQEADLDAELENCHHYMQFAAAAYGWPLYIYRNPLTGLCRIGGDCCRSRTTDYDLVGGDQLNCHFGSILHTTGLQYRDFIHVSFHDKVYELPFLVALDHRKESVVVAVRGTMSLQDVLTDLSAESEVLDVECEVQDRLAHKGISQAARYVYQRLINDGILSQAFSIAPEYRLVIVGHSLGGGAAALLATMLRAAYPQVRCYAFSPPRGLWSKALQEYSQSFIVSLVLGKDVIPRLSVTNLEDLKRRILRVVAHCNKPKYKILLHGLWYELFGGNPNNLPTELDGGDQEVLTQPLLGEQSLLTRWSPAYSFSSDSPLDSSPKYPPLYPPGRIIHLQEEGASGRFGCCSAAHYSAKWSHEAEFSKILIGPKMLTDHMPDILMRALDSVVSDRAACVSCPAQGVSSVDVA
Cardiac RTF inh – cardiac RTF calcium desensitization | IANBD-labeled cardiac RTF, Ca2+ fluorescence | inhibition, % at 7.15 µM | 340,000 tested, 0.12% active;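 active = inhibition above the mean inhibition of all tested compounds plus 3 SD, cut at about 17% in these data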;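 also: assay run at fixed EC70 calcium of 1.6 mM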
Rtt109 Vps75 – inhibitors of Candida albicans Rtt109/Vps75 histone acetyltransferase; inhibition, % at 34.9 µM; AID 540336; Q5AAJ8; purified Rtt109/Vps75, ThioGlo CoA-SH fluorescence, 4 h; 330,000 tested, 0.16% active;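 active = inhibition of at least 50% in every replicate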
Target sequence (Q5AAJ8 whole entry, looked up): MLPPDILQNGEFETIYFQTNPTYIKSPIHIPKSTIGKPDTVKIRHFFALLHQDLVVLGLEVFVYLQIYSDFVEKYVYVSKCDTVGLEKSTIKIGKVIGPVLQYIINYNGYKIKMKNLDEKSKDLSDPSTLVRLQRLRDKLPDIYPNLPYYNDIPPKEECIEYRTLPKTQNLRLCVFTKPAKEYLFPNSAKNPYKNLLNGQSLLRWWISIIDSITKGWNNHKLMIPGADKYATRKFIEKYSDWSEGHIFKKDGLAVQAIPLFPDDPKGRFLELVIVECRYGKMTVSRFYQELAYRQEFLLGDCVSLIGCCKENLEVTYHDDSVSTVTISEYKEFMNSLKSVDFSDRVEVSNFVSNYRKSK
CAL PDZ FP-1 – human CAL PDZ-peptide interaction inhibition | Q9HD26 | purified CAL PDZ, TMR-peptide fluorescence polarization, 1 h | inhibition, % at 20 µM | 330,000 tested, 0.02% active | AID 504414;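 active = highest replicate inhibition of at least 40%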;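 also: plate controls were DMSO neutral control wells for no effect and unlabeled competitor peptide control wells for full effect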
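Control set: unlabelled peptide and DMSO controls / Material: purified CerCALP PDZ construct / Timing: 1 h incubation at room temperature before polarization reading / Doses: 20 µM, one dose / Detection: fluorescence polarization (mP)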
SR-BI uptake up – activators of SR-BI mediated HDL lipid uptake | CHO ldlA[mSR-BI] cells, DiI-HDL uptake fluorescence, 3 h; 100 = double the neutral-control signal | activation, % at 12.5 µM | 320,000 tested, 0.096% active | AID 504775;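 active = mean replicate activation of at least 60% and every replicate at or above 60%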;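 also: 0% = median plate neutral-control signal and 100% = twice that signal; values of inactives mirror those of a sister screen read the other way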
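Test system: SR-BI-overexpressing, LDLR-lacking CHO cells; Medium: Ham's F12 with 0.5% BSA, HEPES 25 mM, pH 7.4; Schedule: 3 h, 37 °C; Technique: bottom-read fluorescence, 550/595 nm.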
PKA-R2B act – activates the human PKA-R2B holoenzyme complex. P22694+P31323. PKA-R2B holoenzyme dissociation, Cy5-IP20 fluorescence polarization; R2B truncated from residue 108, S112A mutant; 0% DMSO only, 100% 113 µM cGMP. activation, % at 11.4 µM. 340,000 tested, 0.079% active;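 active = activation above a cutoff set at the mean over all compounds plus 3 SD, cut at about 18% in these data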;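 also: higher means more holoenzyme dissociation and a rise in polarization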
LANA DNA inh – blocks KSHV LANA C-terminal domain binding to DNA; inhibition, % at 9 µM; AID 504423; 340,000 tested, 0.078% active; MBP-C-LANA/FAM-LBS DNA binding, fluorescence polarization;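 active = highest replicate inhibition at or above 60% at 9 µM, even if other replicates fall short; inactive = all replicates below 60% inhibition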;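 also: 0% = neutral control wells and 100% = 4 µM acridine orange control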
cardiac RTF act – cardiac RTF calcium sensitization; P19429+P45379; IANBD-labeled TnC RTF fluorescence at EC20 calcium; 0% EC20 calcium, 100% full calcium; activation, % at 7.2 µM; 340,000 tested, 0.24% active; AID 493008;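 active = activation above the mean over all tested compounds plus 3 SD, cut at about 30% in these data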;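 also: rise in fluorescence read as greater calcium sensitivity of cardiac thin filaments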
CAL PDZ FP-2 – inhibitors of human CAL PDZ peptide binding; Q9HD26; purified CAL PDZ, TMR-peptide fluorescence polarization, 1 h; inhibition, % at 24.9 µM; 300,000 tested, 0.92% active; AID 602252;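 active = mean inhibition of at least 30% with at least half of replicates also reaching 30%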;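 also: 0% = DMSO neutral control and 100% = excess unlabeled competitor peptide PRC23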
* hit, by the source's call; x = not tested or not shown.

#	Molecule	Keap1 Nrf2 FP	DAGLB inh	Cardiac RTF inh	Rtt109 Vps75	CAL PDZ FP-1	SR-BI uptake up	PKA-R2B act	LANA DNA inh	cardiac RTF act	CAL PDZ FP-2
1	COc1cc(NC(=O)CN2C(=O)c3ccccc3S2(=O)=O)c(OC)cc1Cl	-1	2	-3	0	-2.1	-22	-1	1.5	1	-3
2	Cc1ccc(S(=O)(=O)N2CCOCC2)cc1NC(=O)COC(=O)c1cc[n+]([O-])cc1	1	0	-5	-7	-0.5	1	1	1.5	6	x
3	CC/C(C)=N/Oc1nc(C)cc(C)n1	0	-1	-4	-9	-0.4	-1	-14	1.5	0	x
4	CC(Cc1ccccc1)C(=O)Nc1ccccc1 (centres undefined)	1	-6	1	5	-0.5	10	-8	1.1	-5	-1
5	O=S(=O)(c1ccccc1)c1nc(Nc2ccccc2N2CCOCC2)sc1Cl	5	3	-1	8	0.2	-28	-5	0.9	-2	5
6	COc1cc(C(=O)NCCN2C(=O)S/C(=C\c3cccs3)C2=O)cc(OC)c1OC	0	-1	-17	3	-1.2	-5	-10	-0.1	-1	4
7	Cc1cccc(C)c1NC(=O)CN(C)C(=O)c1ccc2c(=O)n3c(nc2c1)CCC3	1	6	1	-3	-0.9	23	-14	-0.4	-4	x
8	CC(C)(C)OC(=O)NNC(=S)NCc1ccc(Cl)cc1	1	-5	4	2	-0.1	14	-10	-1.1	3	-5
9	Cc1cc([N+](=O)[O-])nn1CCCC(=O)N1CCN(c2ccccc2)CC1	-3	0	-31	0	-1.4	7	-11	0.7	1	2
10	CSc1ccc(S(=O)(=O)NCC(=O)OCC(=O)N2CCCC2=O)cc1[N+](=O)[O-]	1	-1	3	27	-3.2	0	-7	-0.5	-2	-4
11	CCCCn1cc2c(c1-c1cccc(C)c1)c(=O)n(C)c(=O)n2C	-6	-1	5	7	-1.2	-2	-5	0.7	0	0
12	CN1CCN(c2ccc(CNS(=O)(=O)c3ccc(F)cc3Cl)cc2)CC1	-4	0	-6	-2	-2.1	6	-4	0.6	-2	-6
13	Nc1ccc(-c2cc(N)n(-c3ccccc3)n2)cc1	-1	0	10	0	-1.2	7	6	2.9	-3	-2
14	Cn1c(NCCO)nc2c1c(=O)n(Cc1cccc(Cl)c1)c(=O)n2C	4	1	-2	-5	-0.9	25	-1	-0.9	-1	-9
15	CC(=O)OCC1OC(Nc2cccc(C)c2)C(OC(C)=O)C(OC(C)=O)C1OC(C)=O (centres undefined)	-8	1	-2	1	-1.0	-2	4	-0.1	3	-4
16	O=C(COC(=O)c1ccc(Br)o1)NCC1CCCO1 (centres undefined)	-6	0	-12	-7	-2.6	4	8	-0.4	10	x
17	O=C(Cn1ncc2c3ccccc3n(Cc3ccccc3)c2c1=O)NCCCN1CCCC1=O	2	1	-10	-21	-1.0	20	0	-0.1	-3	x
18	CC(C)(C)NCC(O)COCc1ccc(Cl)cc1 (centres undefined)	-3	1	-6	-7	-0.4	0	-7	-0.9	11	-1
19	CCCC(C)NC(=O)c1cc(C(=O)OC)cc([N+](=O)[O-])c1 (centres undefined)	1	-2	7	2	-0.1	-11	-11	1.2	0	-1
20	Fc1ccccc1Cn1nnc2c(NCc3ccccn3)ncnc21	4	-2	9	4	x	11	-2	1.5	-4	1
21	CCOC(=O)c1cc(-c2ccc(Cl)cc2)nc2c1c(=O)[nH]c(=O)n2CCOC	2	1	-5	-3	-0.7	-9	3	-1.6	-3	-1
22	O=C(CSc1ccc2c(c1)OCCO2)Nc1cccnc1	1	-1	7	6	0.4	25	3	1.3	-7	x
23	CCC1(CC)NC(=O)N(CC(=O)OCC(=O)Nc2ccc(C(F)(F)F)cc2)C1=O	-2	-3	-3	2	-1.6	14	5	-0.3	-1	2
24	Oc1ccc(-c2csc(Nc3ccccn3)n2)c(O)c1	-1	0	6	-8	0.0	-52	-1	-0.8	-9	-1
25	O=C(Nc1ccc(Cl)c([N+](=O)[O-])c1)c1ccco1	4	3	-4	-2	-0.1	5	-7	1.6	4	-5
26	CCOc1ccc2nc(COC(=O)c3cccs3)c(C(=O)c3ccccc3)[n+]([O-])c2c1	-2	-1	3	-8	-2.6	-9	3	1.9	-5	0
27	COc1ccccc1CCNC(=O)CCn1c(=O)oc2ccccc21	3	-1	-5	-4	0.2	12	5	-3.9	-1	-1
28	Cc1ccc(SC(=O)c2c([N+](=O)[O-])c(C)nn2C)cc1	-1	3	0	0	0.3	16	-13	-0.7	4	-1
29	Cc1cc(C(=O)OCCN2C(=O)c3ccccc3C2=O)c2ccccc2n1	-3	-6	0	0	-1.8	-7	-15	1.1	-2	-2
30	CC1CN(C(=O)CNC(=O)Cc2cccc3ccccc23)CC(C)O1 (centres undefined)	-6	-1	-7	3	-0.7	-1	6	-1.6	2	-5
31	CC1CCCCN1Cc1nc2ccccc2c(=O)[nH]1 (centres undefined)	-1	-1	-4	33	-0.5	33	4	-1.9	0	2
32	Cc1cccc(-n2c(-c3ccc(Br)o3)n[nH]c2=S)c1	4	-1	0	6	-0.1	6	6	0.2	-5	-5
33	Cc1nnc(SCC(=O)NC(C)(C)C)n1C1CCCCC1	-3	-1	8	1	-1.8	4	0	4.0	17	1
34	CC(=O)Nc1ccc2nc(NC(=O)c3ccco3)sc2c1	3	0	-3	15	-9.8	-15	-11	0.4	3	-3
35	Cc1ccccc1OCC(=O)OCn1nnc2ccccc2c1=O	-3	-4	2	40	-2.2	x	-3	2.8	-1	-1
36	COc1ccc(-n2c(C)cc(C(=O)CSc3nnc(-c4ccoc4C)n3C)c2C)cc1	0	3	5	7	-3.5	-18	-15	0.1	2	-5
37	COc1cccc(C(C(=O)NC2CCCC2)N(C(=O)c2ccco2)c2ccccc2)c1OC (centres undefined)	-6	0	-16	12	-3.1	x	0	0.3	-1	0
38	CCOC(=O)c1c(NC(=O)CN2CCOCC2)sc2c1CC(C)(C)OC2	0	-1	-7	9	x	8	4	-1.8	1	4
39	CCOc1ccc(CC(=O)NC2CCN(Cc3ccccc3)CC2)cc1	1	1	-1	-6	1.3	3	0	2.1	5	2
40	CCN(Cc1nc2cc(Cl)ccc2c(=O)[nH]1)C(=O)COc1ccccc1Cc1ccccc1	-4	2	-9	2	0.2	-2	2	0.0	3	-4

Rewritten with one line to a screen: 2 of the compounds above.
34	CC(=O)Nc1ccc2nc(NC(=O)c3ccco3)sc2c1
35	Cc1ccccc1OCC(=O)OCn1nnc2ccccc2c1=O

compound no. | 34 | 35
Keap1 Nrf2 FP | 3 | -3
DAGLB inh | 0 | -4
Cardiac RTF inh | -3 | 2
Rtt109 Vps75 | 15 | 40
CAL PDZ FP-1 | -9.8 | -2.2
SR-BI uptake up | -15 | x
PKA-R2B act | -11 | -3
LANA DNA inh | 0.4 | 2.8
cardiac RTF act | 3 | -1
CAL PDZ FP-2 | -3 | -1

Going on with the list.
#	Molecule	Keap1 Nrf2 FP	DAGLB inh	Cardiac RTF inh	Rtt109 Vps75	CAL PDZ FP-1	SR-BI uptake up	PKA-R2B act	LANA DNA inh	cardiac RTF act	CAL PDZ FP-2
41	CC(C)n1c(SCC(=O)Nc2ccccc2N2CCCCC2)nc2c1c(=O)n(C)c(=O)n2C	-3	-4	-2	7	-2.5	-49	2	-0.6	0	-3
42	Cc1c(OCC(=O)NCCN2CCOCC2)ccc2c3c(c(=O)oc12)CCC3	1	-2	1	4	-1.6	0	-4	0.1	-9	-1
43	Cn1c(=O)c2c(-c3ccccc3)n(C3CCCCC3)cc2n(C)c1=O	-5	-1	-10	7	1.2	-12	-1	0.3	4	-2
44	O=C(NCCc1ccccc1)[C@@H]1CC=C[C@@H]2CCN(Cc3ccccc3)C(=O)[C@@H]21	-2	-2	-4	13	0.7	10	-3	-0.9	0	-1
45	O=C(c1cn[nH]c1)c1cc(F)ccc1O	-3	0	-2	15	-1.1	9	0	-0.8	5	-2
46	O=C1C[C@@H]2c3c(cccc3CN1Cc1ccccc1Cl)C[C@@H](O)[C@H]2O	-4	1	-6	-4	-0.8	5	0	-1.9	9	-1
47	O=S(=O)(N/N=C1/CC(c2ccccc2)Oc2ccccc21)c1ccccc1 (centres undefined)	-7	2	-3	13	-0.1	12	7	-0.5	0	-5
48	CCOC(=O)N1CCN(C(=O)c2ccc3nc(-c4ccccc4)c(-c4ccccc4)nc3c2)CC1	1	-1	-6	-3	-1.7	-20	0	-0.4	0	x
49	CCCn1c(SCC(=O)NNC(=O)c2ccc(C)cc2)nnc1C(C)C	-4	1	-5	-17	-2.1	x	11	-0.4	3	1
50	Cc1ccccc1OCC(=O)Nc1cnn(CCCC(=O)O)c1	-5	1	-3	-7	-2.1	x	2	1.4	4	2
51	O=C(COC(=O)c1cc[n+]([O-])cc1)Nc1ccccc1Cl	-5	-4	-3	14	x	18	-2	-1.6	2	-6
52	COc1ccc(/C=C/c2ccncc2)c2ccccc12	-5	-2	-5	0	1.1	4	-17	-1.3	0	-1
53	Cc1cc(C(=O)Nc2c(C)n(C)n(-c3ccccc3)c2=O)cs1	-2	0	0	-2	-1.5	32	-9	1.2	-1	1
54	CCS(=O)(=O)c1ccc2c(c1)NC(=O)C(CCO)O2 (centres undefined)	4	2	-3	-5	-0.7	-14	-2	-0.2	2	-8
55	O=C(OCC(=O)N1CCCC1)c1cc([N+](=O)[O-])ccc1Cl	-2	-2	-39	-8	-4.0	-5	6	0.2	2	-1
56	COc1cccc(/C=N/NC(=O)CNC(=O)c2cccs2)c1O	-3	-1	-5	-4	-3.0	x	-6	0.1	0	-2
57	CCOC(=O)CSc1n[nH]c(-c2cccnc2)n1	-4	-1	-2	2	0.0	-1	-7	0.9	1	1
58	CCCCOC(=O)c1ccc(NC(=O)C(=O)NCc2ccco2)cc1	0	0	-4	15	-1.0	15	1	0.6	1	4
59	O=C(CN1CCOCC1)Nc1ccc(Cl)c(Cl)c1	2	-5	4	4	x	-4	7	-3.8	-7	4
60	CC(C)C(NC(=O)c1ccco1)C(=O)NC1CCCCCC1 (centres undefined)	-7	4	-8	4	1.0	4	-7	-0.3	3	-4
61	CC(=O)NC(=S)Nc1ccc(NC(=O)COc2ccc(Cl)cc2Cl)cc1	2	0	-3	-10	-0.9	-32	4	-1.6	-1	3
62	COc1cccc(CN2CCNC(=O)C2CC(=O)N(C)CCC2CCOCC2)c1OC (centres undefined)	-2	-1	-8	-1	-0.1	21	-3	-0.5	2	-4

Compound profiles (already shown):
Profile of Cn1c(=O)c2c(-c3ccccc3)n(C3CCCCC3)cc2n(C)c1=O : Keap1 Nrf2 FP: -5; DAGLB inh: -1; Cardiac RTF inh: -10; Rtt109 Vps75: 7; CAL PDZ FP-1: 1.2; SR-BI uptake up: -12; PKA-R2B act: -1; LANA DNA inh: 0.3; cardiac RTF act: 4; CAL PDZ FP-2: -2
Profile of O=C(COC(=O)c1cc[n+]([O-])cc1)Nc1ccccc1Cl : Keap1 Nrf2 FP: -5; DAGLB inh: -4; Cardiac RTF inh: -3; Rtt109 Vps75: 14; CAL PDZ FP-1: x; SR-BI uptake up: 18; PKA-R2B act: -2; LANA DNA inh: -1.6; cardiac RTF act: 2; CAL PDZ FP-2: -6

Copied from the list.
cpd 37 @ Cardiac RTF inh = -16
cpd 50 @ Keap1 Nrf2 FP = -5
cpd 46 @ cardiac RTF act = 9
cpd 14 @ CAL PDZ FP-1 = -0.9
